# From PubChem
# FLuc modulator: inhibits or activates purified firefly luciferase, miR-21 counter-screen; P08659; Potency, µM (titrated, usually from 57.5 µM), for the others: at the highest dose activity change, negative = inhibition, hits mostly inhibitors; purified FLuc, Km substrates, luminescence inhibition; 6.9% of 360,000 active;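 note: plate controls were vehicle for no effect and reference inhibitor for full effect; nearly all actives have a fitted effect of over 55% in size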
# Target sequence (P08659 whole entry, looked up): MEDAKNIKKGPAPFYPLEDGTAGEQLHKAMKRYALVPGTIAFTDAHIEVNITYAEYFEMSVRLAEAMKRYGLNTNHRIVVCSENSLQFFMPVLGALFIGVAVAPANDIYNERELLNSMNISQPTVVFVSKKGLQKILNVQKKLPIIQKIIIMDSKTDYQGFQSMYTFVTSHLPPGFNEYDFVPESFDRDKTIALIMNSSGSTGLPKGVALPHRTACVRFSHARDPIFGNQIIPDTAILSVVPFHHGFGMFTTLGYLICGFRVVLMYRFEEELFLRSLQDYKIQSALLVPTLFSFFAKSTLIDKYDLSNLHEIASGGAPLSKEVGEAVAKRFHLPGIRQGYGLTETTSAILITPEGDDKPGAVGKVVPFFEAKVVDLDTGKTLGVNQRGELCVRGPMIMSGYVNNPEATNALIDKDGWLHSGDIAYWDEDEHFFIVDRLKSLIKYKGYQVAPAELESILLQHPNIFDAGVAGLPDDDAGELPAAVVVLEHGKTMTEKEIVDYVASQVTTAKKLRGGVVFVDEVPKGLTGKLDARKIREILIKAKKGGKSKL
#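 Biochemical qHTS of compounds, final roughly 60 µM downward over six points, against 10 nM purified firefly luciferase using Km concentrations of substrates (10 uM D-luciferin, 10 uM ATP) in Tris acetate pH 7.5 buffer; luminescence output.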
# MLL CXXC-DNA inh: inhibitors of human MLL CXXC domain-DNA interaction. 0.037% of 290,000 active. Q03164. Potency, µM (top dose mostly 115 µM), without a hit: top-dose activity change, negative = inhibition, hits mostly inhibitors. MLL-CXXC / FITC-HOXA9 DNA fluorescence polarization; active = well fitted inhibition curve with a large enough effect in the polarisation, with a control signal flat, not every such curve was filed as active; inconclusive = small, poorly fitted or top-dose-only effect, or effect the other way, or a change in a side signal; inactive = no such curve, though single readings can be large or run the other way; the % refers to the polarisation
#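 Purified MLL-CXXC (added from a 7 uM solution) was preincubated 5 min at ambient with pinned compounds in 50 mM Tris-HCl pH 7.5, 50 mM NaCl, 1 mM DTT, 0.05% BSA. Fluorescein-labeled HOX-A9 DNA (50 nM solution) followed, 30 min, then polarization read.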
# MBNL1-CUG inh: inhibitors of human MBNL1 binding to CUG repeat RNA | Q9NR56 | TR-FRET MBNL1-His/biotin-(CUG)12 binding, 665/545 ratio | Potency, µM (titrated, usually from 57.5 µM), inactives show at the top dose activity change, negative = inhibition, actives largely listed as inhibitors | 0.036% of 280,000 active; active = well fitted inhibition curve with a large enough effect in the signal ratio, with a control signal flat, not every such curve was filed as active; inconclusive = small, poorly fitted or top-dose-only effect, or effect the other way, or a change in a side signal; inactive = no such curve, though single readings can be large or run the other way; the % refers to the signal ratio; note: % is set by controls: 0 for no effect and ±100 for the full control effect
#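 MBNL1-His + Biotin-(CUG)12, cpd titration 92 nM–58 uM; Tb anti-His Ab 0.055 ng/ul, SA-XL665 5 nM (final); 60 min RT; ratiometric 665/545 nm, Ex 340 nm; normalized to buffer and full-complex controls.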
# p53 reactivator: restores transcriptional activity of mutant p53. H1299 p53-A138V BP100-luciferase reporter, luminescence, 24 h. 0.063% of 320,000 active. Potency, µM (top dose mostly 92.2 µM), for inactives: at the highest dose activity change, positive = activation, actives largely listed as activators; note: % of control where 0% means no effect; nearly all actives have a fitted effect of over 45% in size
#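 p53-null H1299 cells stably carrying temperature-sensitive p53-A138V and a BP100-luciferase reporter were pinned with compounds (4-point, 1:5 series) and held 24 hrs at 37 deg C. Luminescence was read 10 min after detection reagent.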
# ELG1 genotoxic: induces genotoxicity in HEK293T cells with luciferase-tagged ELG1 | HEK293T ELG1-luciferase reporter, luminescence, 16 h | 1.3% of 330,000 active | Potency, µM (titrated, usually from 46 µM), without a hit: top-dose activity change, positive = activation, usual class: activators | AID 504466; note: % of control where 0% means no effect; nearly all actives have a fitted effect of over 60% in size
#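 ELG1-luciferase HEK293T cells, 2,000/well; compound pinned in; 16 hr, 37 °C, 5% CO2; ONE-Glo, 30 min RT; luminescence on CCD imager.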
# Rab9 prom act: activates the Rab9 promoter; Huh7 Rab9 promoter-luciferase reporter, luminescence, 24 h; Potency, µM (highest dose often 9.22 µM), for the others: at the top dose activation, negative = inhibition, usual class: activators; 2.8% of 320,000 active; AID 485297; note: % of control where 0% means no effect; nearly all actives have a fitted effect of over 60% in size
#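 Huh7 reporter line, Rab9 promoter upstream of luciferase. Compound exposure 24 h at 37 °C in reduced-serum medium with 10% FBS. Read-out: luminescence.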
# uPA generation: cell surface uPA generation inhibition; cell surface uPA generation assay, qHTS; Potency, µM (top dose mostly 38.3 µM), inactives show top-dose activity change, negative = inhibition, actives largely listed as inhibitors; 0.31% of 330,000 active; AID 540303; active = well fitted inhibition curve with a large enough effect; inconclusive = small, poorly fitted or top-dose-only effect; inactive = no such curve, though single readings can be large or run the other way; tested in mouse RAW 264.7 cells; note: % is set by controls: 0 for no effect and ±100 for the full control effect; nearly all actives have a fitted effect of over 55% in size
# RORgamma inh: blocks mouse ROR gamma transcriptional activity; P51450; Drosophila S2 Gal4-RORgamma UAS-luciferase reporter, 20 h; AID 2551; 5.4% of 310,000 active; Potency, µM (titrated, usually from 53.6 µM), for the others: at the highest dose activity change, negative = inhibition, actives largely listed as inhibitors; note: % is set by controls: 0 for no effect and ±100 for the full control effect; nearly all actives have a fitted effect of over 60% in size
# Target sequence (P51450 whole entry, looked up, the tested form may be a part): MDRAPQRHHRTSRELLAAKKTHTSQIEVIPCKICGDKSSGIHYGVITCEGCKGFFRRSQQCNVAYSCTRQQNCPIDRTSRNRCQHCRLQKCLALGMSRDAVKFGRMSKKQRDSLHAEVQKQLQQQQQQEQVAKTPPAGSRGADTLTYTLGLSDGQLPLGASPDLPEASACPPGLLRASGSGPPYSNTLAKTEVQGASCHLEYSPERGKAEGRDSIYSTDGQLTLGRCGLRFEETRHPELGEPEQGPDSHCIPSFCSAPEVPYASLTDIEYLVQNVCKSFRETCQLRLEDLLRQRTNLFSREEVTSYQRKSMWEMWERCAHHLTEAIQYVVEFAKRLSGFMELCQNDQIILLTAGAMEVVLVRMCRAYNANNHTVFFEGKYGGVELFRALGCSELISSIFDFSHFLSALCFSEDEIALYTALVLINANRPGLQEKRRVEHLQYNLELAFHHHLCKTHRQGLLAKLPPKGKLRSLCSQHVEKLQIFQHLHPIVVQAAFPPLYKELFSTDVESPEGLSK
#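 A Gal4/UAS one-hybrid system in insect cells: metallothionein-promoter Gal4–ROR gamma fusion plus Photinus luciferase reporter. Copper sulfate 700 uM final, 20 hr ambient incubation, luminescent detection after 10 min with reagent.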
# BRCA1 expr up: activators of BRCA1 expression; 1.1% of 380,000 active; Potency, µM (series often up to 46.1 µM), inactives show top-dose activation, actives largely listed as activators; MCF7-BRCA1-FFLuc reporter, luminescence, 48 h; response scale: scaled: vehicle 0%, 10 µM genistein 100%; note: nearly all actives have a fitted effect of over 80% in size; some results filed as inactive show a strong effect at the top dose
#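 48 h compound treatment of MCF7-BRCA1-FFLuc cells (phenol-red free MEM, 37 °C), then 15 min with luciferase substrate and luminescence imaging.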
# NPC1 prom act: NPC1 promoter activation. 2.4% of 320,000 active. AID 485313. Huh7 NPC1 promoter luciferase reporter, 24 h. Potency, µM (top dose mostly 9.22 µM), without a hit: at the highest dose activation, hits mostly activators;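 note: % of control where 0% means no effect; nearly all actives have a fitted effect of over 60% in size; reporter is driven by a mutant NPC1 promoter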
#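 Luminescence read-out of NPC1 promoter-driven luciferase in stably transfected Huh7 cells; compounds delivered in DMSO and left 24 h at 37C, 5% CO2, qHTS titration format.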
# Gal4-VP16 FLuc: counter-screen for ROR gamma inhibitors: Gal4-VP16 reporter. Drosophila S2 Gal4-VP16 UAS-luciferase, luminescence, 20 h. Potency, µM (titrated, usually from 53.6 µM), for the others: top-dose activity, negative = inhibition, hits mostly inhibitors. 3.5% of 310,000 active;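 note: Gal4-VP16 expression switched on by copper sulfate through the metallothionein promoter; % is set by controls: 0 for no effect and ±100 for the full control effect; nearly all actives have a fitted effect of over 50% in size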
# Active calls of the source: *; ? = inconclusive; nt = not tested or not shown; & = joins results of further samples; [ ] = dose if it differs, or a comment. Unless noted, calls come from the whole dose curve; as a rule, active = well fitted curve in the direction sought with a large enough effect; inconclusive = small, poorly fitted or top-dose-only effect, or another doubt; inactive = no such curve, though single readings can be large; an effect the other way counts as inactive or inconclusive. Potency is the fitted concentration of half-maximal effect.
SMILES,FLuc modulator,MLL CXXC-DNA inh,MBNL1-CUG inh,p53 reactivator,ELG1 genotoxic,Rab9 prom act,uPA generation,RORgamma inh,BRCA1 expr up,NPC1 prom act,Gal4-VP16 FLuc
CC1=NN(C(C#N)c2c(C)nn(Cc3ccccc3)c2C)C(C)(C)C1 (configuration not stated),-2%,32%[activator],-5%,11%,5%,-15%,15%,1%,26%,-5%,4%
Cc1cc(C)c(S(=O)(=O)N(CC(=O)N2CCCC2)C2CCCCC2)c(C)c1,3%,6%,-9%,nt,nt,nt,6%,-3%,-1%,nt,1%
COc1cc2c(C(=O)N3CCN(C)CC3)c(C)oc2cc1Br,7%,12%,7%,-3%,12%,18%,0%,-21%,-6%,-1%,1%
CC1(C)Cc2c(C#N)c(OCC(=O)c3ccc(Cl)cc3)nc(-c3ccoc3)c2CO1,-3%,-2%,6%,-6%,16%,9%,-1%,35%,-6%,6%,-4%
Cc1ccn2c(C(=O)CSc3ccccc3)c(C)nc2c1,?,15%,1%,2%,7%,15%,10%,-36%,?,16%,-8%
Cc1ccc(CNC(=O)C(=O)NCC2OCCN2C(=O)c2ccc3c(c2)OCO3)cc1 (configuration not stated),-1%,?,-1%,9%,-1%,-3%,2%,5%,-3%,-1%,7%
Fc1ccc(C(c2nnnn2C2CCCC2)N(Cc2ccco2)CC2CCCO2)cc1 (configuration not stated),0%,12%,1%,3%,-5%,0%,5%,-9%,-36%,-3%,-2%
CCOC(=O)c1c(NC(=O)CS(=O)(=O)c2cn(CC)c3ccccc23)sc2c1CCCCC2,3%,13%,34%[activator],-7%,-2%,1%,9%,?,-43%,-2%,11%
CC(C)C[C@H](NC(=O)N1CC(=O)Nc2ccccc21)C(=O)N1CCC(C(=O)O)CC1,2%,-3%,2%,-9%,-1%,0%,-10%,-13%,-29%,-1%,2%
CCOC(=O)N1CCN(C(=O)C2CCN(S(=O)(=O)c3cc(OC)ccc3OC)CC2)CC1,1%,1%,-5%,-4%,1%,1%,2%,12%,6%,-4%,-9%
CC(C)CC(=O)NC(=S)Nc1ccc(F)cc1F,-16%,-1%,-1%,14%,7%,11%,-14%,0%,47%,0%,-6%
Cc1cccc(NS(=O)(=O)c2ccc3[nH]c(=O)cc(C(=O)O)c3c2)c1,0%,2%,?,2%,1%,0%,0%,11%,0%,-4%,-6%
Cc1ccc(OCCOCCn2cnc3ccccc3c2=O)cc1C,3%,1%,-6%,8%,-7%,-6%,nt,10%,nt,-3%,-4%
CCn1cc(C2=NC(CC(C)C)CO2)c2ccccc21 (configuration not stated),?,-3%,-6%,3%,14%,17%,-1%,4µM*,21%,30%,?
O=S(=O)(c1ccc(F)cc1)c1snnc1-c1ccccc1,-5%,42%[activator],nt,-14%,-19%,-26%,-14%,?,-63%,-29%,?
Cc1ccc(NC(=O)Cn2nnc(C(=O)NCCc3ccccc3)c2N)c(C)c1,4%,8%,-4%,0%,2%[9.26 µM],8%,-3%,-21%,3%,-5%,-9%
O=C(O)C1CC(=O)N(c2ccc(OCc3ccc(Cl)cc3Cl)cc2)C1 (configuration not stated),17µM*,8%,-7%,-5%,2%,-5%,nt,?,10%,-2%,?
COCCCNCCCCOc1ccccc1-c1ccccc1,0%,-9%,-2%,-11%,-4%,-7%,-4%,0%,-31%,0%,7%
Cc1ccc(OCc2cc(C(=O)N3CCC(c4ccccc4Cl)C3)no2)cc1C (configuration not stated),27µM*,7%,1%,?,?,?,-4%,41%,?,?,?
COc1ccccc1OCCNC(=O)c1cc([N+](=O)[O-])cc([N+](=O)[O-])c1,3%,-5%,nt,5%,-8%,2%,5%,1%,-2%,2%,5%
Cc1nnc(C)n1/N=C/c1cc(Br)cc(Br)c1O,0%,?,2%,18%,-1%,0%,0%,?,-83%,-1%,?
S=c1[nH]nc(COc2ccccc2)n1/N=C/c1ccccc1Cl,6%,-4%,-4%,2%,-2%,0%,-7%,6.3µM*,2%,-6%,13µM*
Cc1cc(C)c2oc(C(=O)N3CCN(Cc4ccccc4)CC3)cc(=O)c2c1,-2%,7%,-1%,-6%,-2%,0%[1.84 µM],-2%,1%,-8%,-1%,1%
C=CCn1c(SCC(=O)c2ccccc2)nnc1-c1cc2ccccc2o1,?,-1%,5%,-2%,0%,3%,-6%,5%,-30%,1%,-5%
CC(=O)Nc1cccc(NC(=O)COc2ccc3c(c2)CCC3)c1,8.5µM*,nt,nt,?,0%,17%,-18%,nt,-3%,12%,nt
O=C(Nc1ccccc1)/C(=C/c1ccc([N+](=O)[O-])cc1)NC(=O)c1ccccc1,-1%,-13%,?,-3%,11%,-7%,1%,-6%,20%,0%,-6%
COc1ccc(C(=O)COC(=O)c2ccccc2O)c(OC)c1,6µM*,nt,nt,nt,?,3.5µM*,0%,nt,?,?,nt
COc1ccc(CCNC(=O)c2oc3ccc(S(=O)(=O)N4CCOCC4)cc3c2C)cc1OC,0%,6%,11%,-2%,-9%,-1%,-1%,34%,0%,-4%,-1%
O=S(=O)(NC1CCCCC1)c1cccs1,0%,6%,2%,1%,-3%,-8%,0%,3%,7%,-4%,7%
CC(C)(C)CNC(CO)C12CC3CC(CC(C3)C1)C2 (configuration not stated),1%,-8%,2%,-12%,3%,1%,11%,-2%,-6%,0%,-8%
CC1CCC(NC(=O)CN2C(=O)C3CC=CCC3C2=O)CC1 (configuration not stated),0%,nt,nt,7%,3%,-6%,6%,nt,3%,-7%,nt
O=C(Nc1ccccc1C(=O)Nc1ccncc1)c1cccc([N+](=O)[O-])c1,0.095µM*,5%,0%,?,?,2.2µM*,0%,7%,-17%,2.8µM*,-21%
c1ccc(N/N=C2\CCCc3ccccc32)nc1,?,-1%,nt,3%,0%,5%,-2%,13µM*,-63%,-25%,?
CCn1cc(C(=O)O)c(=O)c2cc(F)c(N3CCN(C(=S)NC(=O)c4ccccc4)CC3)cc21,-2%,1%,5%,-3%,0%,-12%,2%,-25%,6%,-4%,4%
COc1cc(C(=S)N2CCOCC2)ccc1OC(=O)/C=C/c1ccco1,-11%,31%[activator],?,24%,-2%,10%,-3%,?,4%,1%,18µM*
COC(=O)[C@H](C)NC(=O)NC(C)CCc1ccccc1 (some centres not stated),2%,7%,2%,-2%,-4%,-2%,-1%,14%,0%,0%,3%
O=C(CSc1nccc(=O)[nH]1)N1CCCc2ccccc21,-10%,5%,-8%,-3%,-3%,-4%,10%,-17%,25%,0%,-9%
Cc1noc(C)c1C(=O)OCC(=O)NCCc1ccc(Cl)cc1,0%,-5%,-9%,-6%,-2%,6%,-1%,9%,1%,1%,-7%
CC(=O)Nc1ccc(NC(=O)C(NS(=O)(=O)c2ccc3c(c2)OCCO3)C(C)C)cc1 (configuration not stated),3%,nt,nt,6%,1%,-7%,-25%,nt,6%,-1%,nt
Cc1nn(Cc2ccc(Cl)cc2)c(C)c1NC(=O)CCCn1nc(C)c([N+](=O)[O-])c1C,7%,1%,nt,-3%,-6%,-7%,-3%,12%[10 µM],-28%,-8%,-11%
CN(C)c1ccc(CNC(=O)C2CCN(S(=O)(=O)c3ccc4c(c3)oc(=O)n4C)CC2)cc1,3%&2%,-4%,8%,2%,-5%,-2%,2%,-13%,5%&-28%,-3%,-4%
Cc1ccc(N=Nc2ccc(O)c(P(=O)(c3ccccc3)c3ccccc3)c2)cc1,-3%,2%,nt,-2%,-3%,-4%,-8%,5%,-26%,4%,8%
CCC(=O)N1CCc2cc(S(=O)(=O)CCC(=O)Nc3cccc(F)c3)ccc21,1%,-2%,0%,3%,-6%,-1%,4%,31%,-15%,0%,3%
COc1ccc2cc(C3CC(c4cccs4)=NN3C(C)=O)c(Cl)nc2c1 (configuration not stated),-2%,1%,-2%,0%,1%,-2%,5%,-3%,-13%,-1%,-10%
COc1ccc(OC)c(CN2CCC(CNC(=O)Nc3cccc(Cl)c3)CC2)c1,-1%,-2%,-8%,-5%,-11%,-8%,1%,-1%,-20%,-6%,-16%
O=C(CSCc1c(F)cccc1Cl)NCCc1ccccc1,-11%,6%,0%,nt,6%,-7%,-8%,7%,77%,0%,28%
C[C@H]1C(=O)N(C)CCN1Cc1cn(C)nc1-c1ccc(Oc2ccccc2)cc1,6%,-17%,-3%,-3%,10%,-7%,-2%,30%,-9%,-8%,3%
CCC(=O)N1CCc2cc(S(=O)(=O)CCC(=O)NC3CCCCC3)ccc21,2%,5%,-7%,-2%,-1%,-4%,-7%,-2%,-3%,2%,-3%

# Not all compounds are listed (hit frequency here may not be typical).
